Source: PubChem BioAssay (National Center for Advancing Translational Sciences (NCATS))
Giardia FBPA inh – blocks Giardia fructose-bisphosphate aldolase activity | A8B2U2 | 290,000 compounds, 0.71% hits | Potency, µM (doses to about 59.6 µM), for the others: at the highest dose activity, negative = inhibition, most hits filed as inhibitors | purified Giardia FBPA; also: potency is read from the fitted curve at half-maximal effect; nearly all actives have a fitted effect of over 55% in size
Target sequence (A8B2U2 whole entry, looked up): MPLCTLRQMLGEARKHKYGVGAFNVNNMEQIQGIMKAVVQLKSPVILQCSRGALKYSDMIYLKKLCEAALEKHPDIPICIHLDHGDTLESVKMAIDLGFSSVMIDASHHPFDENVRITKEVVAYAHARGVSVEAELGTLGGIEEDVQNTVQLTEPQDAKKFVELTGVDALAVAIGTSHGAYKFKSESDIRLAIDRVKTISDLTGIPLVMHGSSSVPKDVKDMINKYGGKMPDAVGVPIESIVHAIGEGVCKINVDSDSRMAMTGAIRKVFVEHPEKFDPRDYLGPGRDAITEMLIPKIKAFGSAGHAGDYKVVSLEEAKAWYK
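Giardia FBPA (40 nM reagent) was preincubated 10 min at RT with compound (up to 57.5 uM final), then substrate plus GAPDH/TPI/NAD/arsenate coupling system with diaphorase/resazurin was added; resorufin fluorescence (525/598 nm) was read after 20 min.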
HCV inhibitor – HCV inhibition; 340,000 compounds, 3.4% hits; Huh7.5.1 HCVcc-Cre infection, luciferase reporter, 44 h; Potency, µM (doses to about 41.8 µM), for inactives: top-dose activity change, negative = inhibition, actives largely listed as inhibitors; AID 651820; also: potency is read from the fitted curve at half-maximal effect
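Seed cells (1,000/well) for 4 h; treat with compound and infect with HCVcc-Cre, moi about 0.5. Incubate 44 h, then detect luciferase activity.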
HCMV inh – inhibitors of human cytomegalovirus. HFF cells, HCMV-luciferase reporter, 72 h; active compounds read low. 410,000 compounds, 4.5% hits. activity change, negative = inhibition, % at 57.5 µM; in the data active = activity change below about -60%; inconclusive = no clear call, values can overlap the other calls; inactive = above about -39%
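Compounds were evaluated in HFFs infected with an HCMV luciferase reporter virus (MOI 1 PFU/cell). Luciferase in lysates collected 72 h post infection served as the replication measure.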
AmpC inh detg – AmpC beta-lactamase inhibition with detergent present. 370,000 compounds, 0.041% hits. AmpC hydrolysis of nitrocefin, absorbance 480 nm, 0.01% Triton. P00811. Potency, µM (titrated, usually from 114 µM), for the others: top-dose activity change, negative = inhibition, most hits filed as inhibitors. AID 485294;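 also: potency is read from the fitted curve at half-maximal effect; 0% = no-compound wells and -100% = no-enzyme wells; nearly all actives have a fitted effect of over 25% in size; some results filed as inactive show a strong effect at the top dose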
Target sequence (P00811 whole entry, looked up): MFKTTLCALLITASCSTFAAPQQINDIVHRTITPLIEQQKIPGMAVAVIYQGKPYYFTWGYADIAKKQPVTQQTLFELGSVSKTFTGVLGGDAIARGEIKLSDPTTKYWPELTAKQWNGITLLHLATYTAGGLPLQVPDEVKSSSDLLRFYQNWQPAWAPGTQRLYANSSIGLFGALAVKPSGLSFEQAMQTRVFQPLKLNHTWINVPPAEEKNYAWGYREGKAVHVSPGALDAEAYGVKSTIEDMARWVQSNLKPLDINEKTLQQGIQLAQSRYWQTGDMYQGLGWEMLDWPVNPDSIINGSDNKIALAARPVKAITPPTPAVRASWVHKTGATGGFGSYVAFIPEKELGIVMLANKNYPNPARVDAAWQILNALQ
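AmpC (5.3 nM in the dispensed reagent) in 20 mM phosphate pH 7.0 with 0.01% (detergent screen) or 0.0001% Triton X-100 was preincubated with compounds for 15 min at room temperature. Nitrocefin was then added from an 800 uM solution, and hydrolysis was followed at 480 nm.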
AMA1-RON2 inh – inhibitors of Plasmodium falciparum AMA1-RON2 interaction; AID 720542; AlphaScreen AMA1-biotinylated RON2 peptide binding; 360,000 compounds, 0.2% hits; Potency, µM (highest dose often 58.2 µM), inactives show at the highest dose activity change, negative = inhibition, most hits filed as inhibitors;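 also: potency is read from the fitted curve at half-maximal effect; 0% = vehicle wells and -100% = peptide control; nearly all actives have a fitted effect of over 45% in size; some results filed as inactive show a strong effect at the top dose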
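AMA1 (3D7) with his tag at 25 nM final met compounds first, then biotinylated RON2 peptide at 25 nM; detection used donor plus acceptor beads, 10 µg/mL apiece, read by AlphaScreen after 30 min at room temperature.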
Sm TGR inh – S. mansoni TGR enzyme inhibition. Q962Y6. purified TGR, DTNB reduction, TNB absorbance 405 nm. Potency, µM (doses to about 114 µM), for inactives: at the highest dose activity change, negative = inhibition, hits mostly inhibitors. 360,000 compounds, 3% hits. AID 485364; also: potency is read from the fitted curve at half-maximal effect; nearly all actives have a fitted effect of over 60% in size
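TGR 20 nM + NADPH 100 uM (dispensed conc.), cpd preinc 15 min RT; start with NADPH (500 uM addition) then DTNB (15 mM addition). Kinetic TNB absorbance, 405 nm filter. Four-parameter Hill fit across titration.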
The depositor's hits bear a star; [ ] = dose if it differs, or a comment. Unless noted, calls follow the shape of the dose curve; as a rule, active = well fitted curve in the direction sought with a large enough effect; inconclusive = small, poorly fitted or top-dose-only effect, or another doubt; inactive = no such curve, though single readings can be large; an effect the other way counts as inactive or inconclusive. Unless noted, % is scaled to controls: 0 for no effect and ±100 for the full control effect.

For CC(C)(C)OC(=O)N1CCC(C(=O)Nc2ccc(C(=O)N3CCCC3)cc2)CC1 the results were HCV inhibitor 5%, HCMV inh 7 and AMA1-RON2 inh -3%.
O=C(CC1CCCC1)NCCS(=O)(=O)N1CCN(c2ccccc2F)CC1 was read as HCV inhibitor 1%, HCMV inh -33, AmpC inh detg -18%, AMA1-RON2 inh -11% and Sm TGR inh 1%.
For CCN(CC(=O)Nc1c(F)cccc1F)C(=O)c1ccc(=O)n(Cc2ccccc2)n1 the results were HCV inhibitor 1%, HCMV inh 33, AmpC inh detg inconclusive, AMA1-RON2 inh -13% and Sm TGR inh -1%.
For O=C(Nc1ccc(SC(F)F)cc1)c1cc(-c2cccs2)on1 the results were HCMV inh 26, AmpC inh detg 28% and Sm TGR inh 5%.
Screening CSc1ccccc1NC(=O)CN(C)CC(=O)Nc1cccc(Br)c1 returned Giardia FBPA inh -15%, HCV inhibitor inconclusive, HCMV inh -100*, AmpC inh detg 4%, AMA1-RON2 inh 57%[activator] and Sm TGR inh -1%.
`Cc1ccc2c(c1)-c1cc(C)ccc1C2=O` gave HCV inhibitor inconclusive, HCMV inh 9 and AMA1-RON2 inh 4%.
For CCOc1ccc(S(=O)(=O)Nc2cccc(C(=O)N(C)CC(=O)Nc3cccc(OC)c3)c2)cc1 the results were HCV inhibitor -26%, HCMV inh -9, AmpC inh detg -12%, AMA1-RON2 inh 58%[activator] and Sm TGR inh -21%.
For COc1ccc(CC(=O)Nc2ccc(-c3noc(-c4cccc(OC)c4)n3)cc2)cc1 the results were Giardia FBPA inh 0%, HCV inhibitor 0%, HCMV inh 11, AmpC inh detg -2%, AMA1-RON2 inh 2% and Sm TGR inh -9%.
`CN=C(Nc1ccc(C)c(C)c1)SC1CC(=O)N(c2ccc(OC)cc2)C1=O` (stereo not given) gave Giardia FBPA inh -5%, HCV inhibitor 4%, HCMV inh 45, AmpC inh detg -9% and AMA1-RON2 inh -6%.
For O=c1[nH]cnc2c1c(-c1ccccc1)cn2-c1ccc(Br)cc1 the results were Giardia FBPA inh 2%, HCV inhibitor -18%, HCMV inh -2, AmpC inh detg -2%, AMA1-RON2 inh 3% and Sm TGR inh 1%.
Screening [O-]/C(=C(\C(=S)NCc1ccccc1)[n+]1ccccc1)c1ccc(Cl)cc1 returned Giardia FBPA inh -21%, HCV inhibitor -29%, HCMV inh -31, AmpC inh detg -1%, AMA1-RON2 inh -15% and Sm TGR inh -15%.
`Cc1cccc(C)c1OC(=O)CSc1nnc(-c2ccc3c(c2)OCO3)o1` gave HCMV inh 7, AmpC inh detg -8% and Sm TGR inh 0%.
`COc1ccc(SCCN2CC[C@@H](C(C)(C)C)CCC2=O)cc1` gave HCV inhibitor 1%, HCMV inh -19, AmpC inh detg 1%, AMA1-RON2 inh 2% and Sm TGR inh -14%.
Screening CC1Cc2ccccc2N1C(=O)C1CC(=O)N(c2ccccc2)C1 (stereo not given) returned Giardia FBPA inh 6%, HCV inhibitor -8%, HCMV inh -14, AmpC inh detg -10%, AMA1-RON2 inh 8% and Sm TGR inh 9%.
`c1ccc(N2CCN(c3ncccn3)CC2)cc1` gave Giardia FBPA inh 6%, HCV inhibitor 7%, HCMV inh 13, AmpC inh detg -8%, AMA1-RON2 inh -3% and Sm TGR inh 9%.
For Cc1cccc(NC(=O)CSc2nnc(-c3n[nH]c4ccccc34)o2)c1 the results were Giardia FBPA inh -4%, HCV inhibitor 13%, HCMV inh 17, AmpC inh detg -11%, AMA1-RON2 inh 21% and Sm TGR inh -16%.
CCCCn1c(N)c(N(CCOC)C(=O)c2c(-c3ccccc3)noc2C)c(=O)[nH]c1=O was read as HCV inhibitor 14%, HCMV inh 9, AmpC inh detg -6%, AMA1-RON2 inh -2% and Sm TGR inh 2%.
For CC(NC(=O)CSc1n[nH]c(N)n1)c1ccccc1 (stereo not given) the results were Giardia FBPA inh 8%, HCV inhibitor 24%, HCMV inh -31, AmpC inh detg inconclusive, AMA1-RON2 inh -3% and Sm TGR inh 4%.
CCC1(C)N([O-])C(C)=C(c2ccccc2)[N+]1=O (stereo not given) was read as Giardia FBPA inh 0%, HCV inhibitor 13%, HCMV inh -12, AmpC inh detg 3%, AMA1-RON2 inh 9% and Sm TGR inh 0%.
For N#Cc1ccsc1NC(=O)CN1C(=O)NC2(CCCCC2)C1=O the results were HCV inhibitor 3%, HCMV inh -25 and AMA1-RON2 inh 1%.
`Cc1nc([N+](=O)[O-])nn1C12CC3CC(CC(Cl)(C3)C1)C2` gave Giardia FBPA inh -3%, HCV inhibitor 33%[activator], HCMV inh -15, AmpC inh detg inconclusive, AMA1-RON2 inh 9% and Sm TGR inh -6%.
For C[C@H](CO)N1C[C@H](C)[C@@H](CN(C)S(=O)(=O)c2ccccc2)Oc2c(NC(=O)CCC(F)(F)F)cccc2C1=O the results were HCV inhibitor -4%, HCMV inh -2 and AMA1-RON2 inh -17%.
Cc1cc(C(=O)CN2C(=O)NC(c3ccccc3)(c3ccccc3)C2=O)c(C)n1Cc1ccccc1 was read as Giardia FBPA inh -1%, HCV inhibitor -48%, HCMV inh -18, AmpC inh detg 0%, AMA1-RON2 inh -13% and Sm TGR inh -9%.
Screening Cc1cc(C)cc(OCC(=O)Nc2nonc2-c2ccc(Br)cc2)c1 returned HCMV inh 0, AmpC inh detg -3% and Sm TGR inh -10%.
`Cc1cc(C)n2nc(SCc3ccccc3)nc2n1` gave Giardia FBPA inh 0%, HCV inhibitor -8%, HCMV inh 7, AmpC inh detg 5%, AMA1-RON2 inh 4% and Sm TGR inh -1%.
For O=C(CS(=O)(=O)c1ccc(F)cc1)N1CCN(c2ccccc2)CC1 the results were HCV inhibitor 0%[8.37 µM], HCMV inh 18, AmpC inh detg inconclusive, AMA1-RON2 inh 1% and Sm TGR inh 4%.
Screening COc1ccc(CCNC(=O)NCc2noc3ccccc23)c(OC)c1 returned HCMV inh -12, AmpC inh detg -8% and Sm TGR inh inconclusive.
Screening CN1/C(=C/C2CC(=O)N(c3cccc4ccccc34)C2=O)C(C)(C)c2ccccc21 (stereo not given) returned Giardia FBPA inh -10%, HCV inhibitor 5%, HCMV inh -9, AmpC inh detg 0%, AMA1-RON2 inh 8% and Sm TGR inh inconclusive.
Screening CCc1ccccc1NC(=O)Cn1c(=O)n(Cc2ccc(OC)cc2)c(=O)c2oc3ccccc3c21 returned HCMV inh -4, AmpC inh detg -1% and Sm TGR inh 1%.
Screening CCn1c(=O)cc(C(=O)OC)sc1=Nc1ccc(F)c(F)c1 returned Giardia FBPA inh 5%, HCV inhibitor 13µM*, HCMV inh 146, AmpC inh detg -11%, AMA1-RON2 inh -17% and Sm TGR inh 11%.
O=C(COC(=O)c1ccccc1F)c1ccc(-n2nncc2-c2ccco2)cc1 was read as Giardia FBPA inh 2%, HCV inhibitor 10%, HCMV inh 47, AmpC inh detg inconclusive, AMA1-RON2 inh -14% and Sm TGR inh 3%[11.4 µM].
`Cc1oc2cc3oc(=O)c(CCC(=O)N4C[C@H]5C[C@@H](C4)c4cccc(=O)n4C5)c(C)c3cc2c1C` gave Giardia FBPA inh 2%, HCV inhibitor -26%, HCMV inh -14, AmpC inh detg inconclusive, AMA1-RON2 inh 5% and Sm TGR inh -13%.
For Cc1cccc(-n2c(CNC(=O)c3ccc(S(=O)(=O)N4CCCC4)cc3)n[nH]c2=S)c1 the results were Giardia FBPA inh -3%, HCV inhibitor 9%, HCMV inh 52, AmpC inh detg -4%, AMA1-RON2 inh 14% and Sm TGR inh -12%.
O=C(Nc1nc(-c2ccccc2Cl)cs1)c1cccnc1 was read as Giardia FBPA inh -1%, HCV inhibitor 32µM*, HCMV inh -12, AmpC inh detg -11%, AMA1-RON2 inh -5% and Sm TGR inh -8%.
Cc1cc(=O)n2c3ccccc3n(CC(O)CN3CCCCC3)c2c1C#N (stereo not given) was read as Giardia FBPA inh 2%, HCV inhibitor inconclusive, HCMV inh -87*, AmpC inh detg inconclusive, AMA1-RON2 inh -7% and Sm TGR inh -10%.
`O=C1c2ccccc2S(=O)(=O)N1CCS(=O)(=O)c1ccc(F)cc1` gave Giardia FBPA inh 5%, HCV inhibitor 16%, AmpC inh detg 7%, AMA1-RON2 inh 27% and Sm TGR inh 23%.
Cc1cccc(CN2CCN(C(=O)c3cccc4ccccc34)CC2)c1 was read as Giardia FBPA inh inconclusive, HCV inhibitor -17%, HCMV inh 3, AmpC inh detg inconclusive, AMA1-RON2 inh inconclusive and Sm TGR inh 0%.
CC(C)(C)OC(=O)N[C@@H](Cc1c[nH]c2ccccc12)c1nnc(SCC(N)=O)o1 was read as Giardia FBPA inh -8%, HCV inhibitor -14%, HCMV inh 15, AmpC inh detg -16%, AMA1-RON2 inh 2% and Sm TGR inh -2%.
For CC(=O)Nc1ccc(NC(=O)COc2cccc3c2OC(C)(C)C3)cc1 the results were Giardia FBPA inh 12%, HCV inhibitor -8%, HCMV inh -26, AmpC inh detg -1%, AMA1-RON2 inh -1% and Sm TGR inh 7%.
For O=C(Cc1cccs1)NNC(=O)c1ccc(F)cc1 the results were Giardia FBPA inh 1%, HCV inhibitor 6%, HCMV inh 6, AmpC inh detg -6%, AMA1-RON2 inh 22% and Sm TGR inh -4%.

Fetched one by one from above (2):
For O=C(Cc1cccs1)NNC(=O)c1ccc(F)cc1 the results were Giardia FBPA inh 1%, HCV inhibitor 6%, HCMV inh 6, AmpC inh detg -6%, AMA1-RON2 inh 22% and Sm TGR inh -4%.
Cc1cc(=O)n2c3ccccc3n(CC(O)CN3CCCCC3)c2c1C#N (stereo not given) was read as Giardia FBPA inh 2%, HCV inhibitor inconclusive, HCMV inh -87*, AmpC inh detg inconclusive, AMA1-RON2 inh -7% and Sm TGR inh -10%.

3 structures from above, ordered by length of the SMILES, high to low:
Screening CCc1ccccc1NC(=O)Cn1c(=O)n(Cc2ccc(OC)cc2)c(=O)c2oc3ccccc3c21 returned HCMV inh -4, AmpC inh detg -1% and Sm TGR inh 1%.
`O=C1c2ccccc2S(=O)(=O)N1CCS(=O)(=O)c1ccc(F)cc1` gave Giardia FBPA inh 5%, HCV inhibitor 16%, AmpC inh detg 7%, AMA1-RON2 inh 27% and Sm TGR inh 23%.
For O=C(Cc1cccs1)NNC(=O)c1ccc(F)cc1 the results were Giardia FBPA inh 1%, HCV inhibitor 6%, HCMV inh 6, AmpC inh detg -6%, AMA1-RON2 inh 22% and Sm TGR inh -4%.

Next section:
For CCN(C(=O)COC(=O)CNS(=O)(=O)c1ccc(SC)c([N+](=O)[O-])c1)C1CCCCC1 the results were HCV inhibitor 29%, HCMV inh 7, AmpC inh detg -15%, AMA1-RON2 inh 24% and Sm TGR inh 5%.
For c1ccc(OCCCCN2CCCCC2)cc1 the results were Giardia FBPA inh 1%, HCV inhibitor -23%, HCMV inh 7, AmpC inh detg -15%, AMA1-RON2 inh 7% and Sm TGR inh -6%.
Screening O=C(CC1CCCCC1)NCc1nc(-c2ccccc2)no1 returned Giardia FBPA inh 1%, HCV inhibitor 10%, HCMV inh 12, AmpC inh detg 0%, AMA1-RON2 inh 12% and Sm TGR inh 0%.
CCCc1cc(C(=O)Nc2cc(OC)c(Cl)cc2OC)no1 was read as Giardia FBPA inh -3%, HCV inhibitor -7%, HCMV inh 26, AmpC inh detg -1%, AMA1-RON2 inh -2% and Sm TGR inh 43%[activator].
